High-throughput results: PubChem BioAssay, The Scripps Research Institute Molecular Screening Center
Tn7 DDE FP: inhibitors of Tn7 peptide binding to human fibrin DD(E); P02675; FP displacement of FITC-Tn7 peptide from fibrin DD(E); 0% = median of compound wells per plate; inhibition, % at 8.3 µM; hit rate 0.13% among 370,000; AID 720508;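 active means inhibition above the mean of compounds falling within the control limits plus 3 SD of them, cut at about 14% in these data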;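 further: 0% = plate median of compound wells and 100% = 10 µM Aha-Tn7 peptide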
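System: human fibrin DD(E); quantity: Fibrin-DD(E) at 2 µM final; also added: fluorescent Tn7 probe at 0.1 µM; compound dosing: single nominal test concentration of 8.3 µM per compound; schedule: 10 min preincubation, 3 h with tracer, room temperature; detection: fluorescence polarization of the labelled Tn7 tracer; repeats: one replicate per compound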
ADAM10 inh: ADAM10 inhibition, QFRET primary screen. O14672. recombinant ADAM10, EDANS/DABCYL FRET peptide cleavage, 3 h. inhibition, % at 7 µM. hit rate 0.62% among 370,000;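 active means inhibition above a per-campaign cutoff equal to the mean of compounds falling between control-based bounds plus 3 SD, cut at about 20% in these data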;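 further: 0% = DMSO wells while the 100% control is not disclosed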
ARFGAP1 inh: inhibitors of rat ARFGAP1 | Arfgap1-stimulated ARF1 GTP hydrolysis, GDP FP detection | inhibition, % at 16.5 µM | hit rate 0.26% among 360,000 | AID 651572;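 active means inhibition above a per-plate limit, mean inhibition of low control wells plus 3 SD, cut at about 25% in these data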;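 further: 0% = DMSO wells with enzyme and 100% = wells lacking Arfgap1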
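material = rat Arfgap1 catalytic domain, aa 1-136 | also added = human ARF1(Δ1-17)-GTP substrate | compound dosing = one concentration, 16.5 µM, DMSO 1.26% | times = GTP hydrolysis reaction 2 h at 25 °C | measured by = FP, GDP Alexa 633 tracer displaced from anti-GDP antibody, 620/688 nm | evaluation = percent inhibition of Arfgap1-stimulated GTP hydrolysis | replication = single well per compound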
TDP2 inh: TDP2 (human) inhibition, absorbance primary screen; O95551; recombinant TDP2, T5PNP hydrolysis, p-nitrophenol absorbance 415 nm; inhibition, % at 12.8 µM; hit rate 0.34% among 370,000; AID 720702;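 active means inhibition above the mean of all tested compounds plus 3 SD, set per campaign, cut at about 25% in these data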;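 further: 0% = DMSO with enzyme and 100% = buffer with substrate but no TDP2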
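Assay system: recombinant human TDP2 / Reagent: T5PNP substrate at 5 mM, a TopII-DNA adduct mimic / Measured by: epi absorbance from released p-nitrophenol / Evaluation: % inhibition relative to enzyme-containing and enzyme-free wells / Control set: enzyme-free and DMSO wells / Replicates: each compound tested once, singlicate / Schedule: enzyme reaction with compound for 2 h at 37 °C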
ADAM17 inh: ADAM17 inhibition, QFRET primary screen. recombinant ADAM17, EDANS/DABCYL FRET peptide cleavage. inhibition, % at 6.95 µM. hit rate 0.83% among 370,000;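 active means inhibition above the mean of compounds lying between control limits plus 3 SD, set per campaign, cut at about 8.5% in these data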;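 further: 0% = DMSO-only wells as the low control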
Tn6 DDE FP: inhibitors of Tn6 peptide binding to human fibrin DD(E); inhibition, % at 8.3 µM; Fibrin DD(E) TRITC-Tn6 fluorescence polarization displacement; P02675; hit rate 0.21% among 370,000; AID 720509;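 active means inhibition above a per-campaign cutoff: mean of compounds within control limits plus 3 SD, cut at about 15% in these data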;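 further: 0% = median of all compound wells on the plate and 100% = blocking peptide control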
PLC-gamma1 inh: PLC-gamma1 (human) inhibition, primary screen. P19174. purified PLC-gamma1, fluorogenic substrate, fluorescence. inhibition, % at 12.2 µM. hit rate 0.84% among 370,000; in the data active means inhibition above about 9.5%
SIAE inh: blocks human sialic acid acetylesterase; inhibition, % at 9.66 µM; Q9HAT2; hit rate 0.69% among 370,000; SIAE FP-Rh probe binding, fluorescence polarization;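 active means inhibition above a cutoff: mean of compounds within the control limits plus 3 SD of those, cut at about 17% in these data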;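 further: 0% = plate median of compound wells and 100% = probe without SIAE protein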
PLC-beta3 inh: blocks human PLC-beta3 enzyme activity; Q01970; inhibition, % at 12.2 µM; hit rate 0.18% among 370,000; Purified PLC-beta3, fluorogenic substrate, fluorescence; AID 720704; in the data active means inhibition above about 11%;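 further: 0% = median of compound wells on plate and 100% = full blocker control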
Target sequence (Q01970 whole entry, looked up): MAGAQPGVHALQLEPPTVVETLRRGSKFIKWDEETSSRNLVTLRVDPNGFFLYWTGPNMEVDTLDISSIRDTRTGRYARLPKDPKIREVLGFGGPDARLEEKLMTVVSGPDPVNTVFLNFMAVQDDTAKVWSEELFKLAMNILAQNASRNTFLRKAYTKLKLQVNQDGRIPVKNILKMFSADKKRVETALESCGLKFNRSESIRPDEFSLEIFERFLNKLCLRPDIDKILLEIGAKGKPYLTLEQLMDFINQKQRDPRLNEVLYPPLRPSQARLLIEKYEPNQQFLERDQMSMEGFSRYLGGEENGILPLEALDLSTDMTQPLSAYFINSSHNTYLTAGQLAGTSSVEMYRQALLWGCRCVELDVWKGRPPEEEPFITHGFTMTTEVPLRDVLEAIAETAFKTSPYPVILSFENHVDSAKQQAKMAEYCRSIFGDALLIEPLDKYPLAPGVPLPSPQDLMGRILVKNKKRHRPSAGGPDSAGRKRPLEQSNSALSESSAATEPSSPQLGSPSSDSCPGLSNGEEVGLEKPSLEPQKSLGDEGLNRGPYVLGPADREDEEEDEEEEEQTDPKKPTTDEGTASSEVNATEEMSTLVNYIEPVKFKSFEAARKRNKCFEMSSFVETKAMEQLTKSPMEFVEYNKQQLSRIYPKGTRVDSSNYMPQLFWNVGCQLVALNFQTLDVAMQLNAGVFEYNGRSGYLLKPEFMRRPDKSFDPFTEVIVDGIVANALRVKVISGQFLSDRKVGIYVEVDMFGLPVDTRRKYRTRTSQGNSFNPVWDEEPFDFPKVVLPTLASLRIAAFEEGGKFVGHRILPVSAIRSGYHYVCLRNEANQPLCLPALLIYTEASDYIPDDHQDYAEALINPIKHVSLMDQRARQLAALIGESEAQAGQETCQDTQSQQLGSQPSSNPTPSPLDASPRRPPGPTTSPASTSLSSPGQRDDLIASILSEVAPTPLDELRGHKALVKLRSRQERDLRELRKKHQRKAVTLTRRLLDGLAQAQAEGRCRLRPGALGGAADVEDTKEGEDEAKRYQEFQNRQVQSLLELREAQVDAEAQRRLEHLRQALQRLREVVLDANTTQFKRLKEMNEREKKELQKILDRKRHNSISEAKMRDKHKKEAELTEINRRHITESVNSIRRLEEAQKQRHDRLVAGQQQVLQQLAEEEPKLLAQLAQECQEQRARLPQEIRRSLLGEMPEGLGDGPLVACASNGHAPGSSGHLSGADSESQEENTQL
ASAP1 inh: ASAP1 ArfGAP inhibition. Q9ULH1. ASAP1-stimulated ARF1 GTP hydrolysis, GDP FP detection. inhibition, % at 16.5 µM. hit rate 0.19% among 360,000; in the data active means inhibition above about 25%;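 further: 0% = vehicle with enzyme and substrate and 100% = no enzyme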
An asterisk follows results filed as active; i = inactive; · = no result given.

SMILES | Tn7 DDE FP | ADAM10 inh | ARFGAP1 inh | TDP2 inh | ADAM17 inh | Tn6 DDE FP | PLC-gamma1 inh | SIAE inh | PLC-beta3 inh | ASAP1 inh
O=C(OCCc1cc2ccccc2c(=O)o1)c1ccccc1C(F)(F)F | 9 | -4 | 8 | 7 | 1 | 7 | 3 | 2 | 0 | 4
Cc1ccc(C(=O)NCc2ccc3c(c2)OCO3)cc1C | 3 | -4 | 12 | -7 | -7 | -5 | 7 | -5 | -8 | 1
Cc1cc(C)cc(NC(=S)N2CCN(Cc3ccccc3)CC2)c1 | -2 | -5 | 7 | -4 | -2 | 0 | 1 | 5 | 3 | -4
CCC(=O)c1ccc(OCC(=O)NC2CCCC2)cc1 | 6 | -10 | -13 | -2 | -4 | 1 | -2 | -7 | 1 | 4
Cc1ccc(C(=O)NCCCNC(=O)c2ccccc2F)cn1 | -6 | -12 | -1 | -2 | -3 | 3 | 4 | 7 | -2 | -7
O=C(NCC(=O)N1CCN(c2ccccc2F)CC1)c1cccs1 | -4 | -1 | -3 | -2 | -3 | -7 | 4 | -2 | -4 | -8
CC[C@H](CCC(=O)N(c1ccccc1)c1ccccc1)C1CC1 | -2 | 4 | · | 5 | 1 | 2 | -1 | 4 | 3 | ·
Cc1ccc(C2C3=C(CC(C)(C)CC3=O)Nc3[nH]c(=S)[nH]c(=O)c32)cc1 (stereo not given) | 2 | -112 | 0 | -19 | -25 | -5 | -24 | -7 | -42 | 15
O=C(NNC(=O)C1CC1c1ccccc1)c1ccccc1[N+](=O)[O-] (stereo not given) | 1 | -6 | -4 | 4 | -5 | -9 | 0 | 8 | -3 | 0
COc1ccc(-n2nc(C(=O)N3CCC(C#N)CC3)c3c4ccccc4n(C)c3c2=O)cc1 | -6 | -15 | 3 | -7 | 4 | 1 | -4 | 5 | -2 | -4
O=C(CSc1nnnn1-c1ccc(F)cc1)c1ccc(O)c(O)c1 | -3 | -9 | -7 | -12 | -1 | 2 | 0 | 5 | -3 | -1
O=C(NCc1ccc2c(c1)OCO2)c1ccncc1 | 3 | 1 | -6 | 0 | -2 | 5 | 3 | -2 | 3 | -4
CCCCCCn1c(NCC)nc2c1c(=O)n(C)c(=O)n2C | -1 | 4 | -10 | -10 | 0 | -1 | 4 | 2 | 6 | 5
Cc1nc2ccccn2c1-c1csc(Nc2ccc(C(=O)O)cc2)n1 | -5 | -9 | 8 | -14 | -8 | 2 | -14 | -2 | -30 | -2
CCCCn1c(N)c(N(Cc2ccccc2OC)C(=O)CC2OC(=O)c3ccccc32)c(=O)[nH]c1=O (stereo not given) | -3 | 0 | 11 | -12 | -5 | 3 | 0 | 3 | 2 | 12
CN(CC(=O)C(C(N)=O)c1ccccc1)c1ccccc1 (stereo not given) | -3 | 1 | 0 | -6 | 0 | -4 | 1 | 10 | 1 | -10
CCCCNS(=O)(=O)c1ccc2nc(-c3cccnc3)cc(C(=O)NC3CCCC3)c2c1 | 2 | -4 | -6 | -7 | -3 | 6 | 2 | -4 | -6 | -10
O=C(NNc1cccc(Cl)n1)Nc1ccccc1 | 2 | 5 | -12 | 8 | -1 | 7 | 1 | 1 | 0 | -5
CC1(c2ccc3ccccc3c2)NC(=O)N(CC(=O)NCc2cccs2)C1=O (stereo not given) | -3 | 2 | -1 | 1 | 1 | -4 | 0 | 4 | 1 | 5
COCCNC(=O)Nc1ccc(F)cc1 | -4 | -1 | 3 | 1 | -1 | 0 | -3 | -3 | -5 | -5
O=C(c1ccc(N2CCOCC2)cc1)N1CCCC(Nc2ccccc2)C1 (stereo not given) | 0 | -3 | 14 | 2 | -4 | -8 | -1 | 7 | -6 | 1
CCCCCCOc1ccc(/C(C)=N/NC2=NCCN2)cc1[N+](=O)[O-] | -1 | 10 | 2 | 2 | 4 | -3 | 5 | 3 | 5 | -2
CCN(CC)CCNC(=O)c1cc2c(s1)-c1ccccc1SC2 | -8 | -401 | 2 | 2 | -156 | 4 | i | -2 | i | -8
N#Cc1ccc(CSc2ncccn2)cc1 | 2 | -2 | -7 | 6 | -1 | -4 | -2 | -1 | -7 | 5
COCCCNC(=S)N1CCN(S(C)(=O)=O)CC1 | -3 | 10 | 0 | -7 | 4 | -8 | 2 | -1 | 3 | -9
CCCC(=O)NC(C)c1nc(-c2ccc(C)cc2)no1 (stereo not given) | 5 | -7 | 3 | -2 | -1 | 1 | 3 | -2 | 0 | 12
O=C(O)c1ccccc1-n1cccc1C(=O)O | 3 | -6 | 0 | -7 | -7 | -9 | 2 | -1 | -6 | 4
CCOc1c2c(nc3ccc(Cl)cc13)CCC2 | -8 | -3 | -4 | 7 | -3 | -3 | 0 | 3 | 5 | -11
CN(c1ccc(OCC(=O)N2CCN(c3ccc(F)cc3)CC2)cc1)S(=O)(=O)c1cccs1 | -2 | 12 | -16 | 3 | 4 | 7 | 0 | 0 | 0 | -13
CCOC(=O)c1cnn(-c2cc(C)nc3c(-c4ccccc4)c(C)nn23)c1N | -9 | -10 | 7 | 5 | -5 | 2 | -24 | 0 | -31 | 2
C=CCN=c1scc(-c2ccc3c(c2)NC(=O)CO3)n1/N=C(\C)c1ccccn1 | 2 | -3 | 6 | 4 | -3 | -2 | -14 | 10 | -19 | 6
COc1cc(NC(=O)c2c(F)cccc2F)c(Cl)cc1Cl | 4 | -6 | -5 | 13 | -1 | 3 | -2 | -5 | -1 | -17
COc1ccc(S(=O)(=O)NCCc2cc3ccc(C)c(C)c3[nH]c2=O)cc1 | 1 | 0 | 2 | 11 | -3 | 0 | 3 | -1 | -2 | 4
CC(OC(=O)CC1CC2CCC1C2)C(=O)Nc1cccc(S(=O)(=O)N2CCOCC2)c1 (stereo not given) | -5 | 5 | -2 | -3 | 4 | -1 | -4 | -1 | -5 | 14
CCC(C)NC(=O)c1cn(CCOC)c(=O)c2c1c1ccccc1n2C (stereo not given) | -7 | -132 | 4 | 0 | -44 | 0 | -4 | -5 | -12 | 16
CCC(=O)N1CCc2cc(S(=O)(=O)NCCN3CCCCC3CC)ccc21 (stereo not given) | -3 | 3 | 10 | -4 | 2 | 3 | 5 | -2 | 4 | 1
CNS(=O)(=O)c1cnccc1N1CCN(c2cccc(C)c2)CC1 | -1 | 4 | 5 | -1 | 0 | 0 | 5 | 3 | 4 | 1
CCN(CC)C(=O)Cn1cc(S(=O)(=O)CC(=O)Nc2ccc(F)cc2)c2ccccc21 | -6 | -6 | -10 | -3 | -4 | -5 | 2 | 5 | -6 | -6
Cc1ccc(C)c(N(CC(=O)NC2CCCC2)C(=O)c2csnn2)c1 | -3 | 8 | 6 | 10 | -1 | 4 | -1 | 3 | -5 | -2
O=C1NC2(CCCCC2)C(=O)N1CCS(=O)(=O)Oc1ccc(Br)cc1 | 2 | 1 | 7 | -7 | -1 | 1 | 0 | -9 | -4 | 5

Quoted at random: six entries already listed
SMILES | Tn7 DDE FP | ADAM10 inh | ARFGAP1 inh | TDP2 inh | ADAM17 inh | Tn6 DDE FP | PLC-gamma1 inh | SIAE inh | PLC-beta3 inh | ASAP1 inh
Cc1ccc(C)c(N(CC(=O)NC2CCCC2)C(=O)c2csnn2)c1 | -3 | 8 | 6 | 10 | -1 | 4 | -1 | 3 | -5 | -2
CCCCCCOc1ccc(/C(C)=N/NC2=NCCN2)cc1[N+](=O)[O-] | -1 | 10 | 2 | 2 | 4 | -3 | 5 | 3 | 5 | -2
O=C1NC2(CCCCC2)C(=O)N1CCS(=O)(=O)Oc1ccc(Br)cc1 | 2 | 1 | 7 | -7 | -1 | 1 | 0 | -9 | -4 | 5
O=C(O)c1ccccc1-n1cccc1C(=O)O | 3 | -6 | 0 | -7 | -7 | -9 | 2 | -1 | -6 | 4
CC(OC(=O)CC1CC2CCC1C2)C(=O)Nc1cccc(S(=O)(=O)N2CCOCC2)c1 (stereo not given) | -5 | 5 | -2 | -3 | 4 | -1 | -4 | -1 | -5 | 14
C=CCN=c1scc(-c2ccc3c(c2)NC(=O)CO3)n1/N=C(\C)c1ccccn1 | 2 | -3 | 6 | 4 | -3 | -2 | -14 | 10 | -19 | 6

(more compounds)
SMILES | Tn7 DDE FP | ADAM10 inh | ARFGAP1 inh | TDP2 inh | ADAM17 inh | Tn6 DDE FP | PLC-gamma1 inh | SIAE inh | PLC-beta3 inh | ASAP1 inh
CCN(CC)CCOC(=O)/C=C/c1ccccc1 | -6 | 12 | 10 | -26 | 6 | 7 | 6 | -3 | 0 | 5
CCCCCCC1CC(CCc2nc(=S)[nH][nH]2)C(=O)O1 (stereo not given) | -6 | 12 | 5 | 4 | 2 | 4 | 1 | 12 | 3 | -19
COC(=O)c1ccc(C(=O)NC(=S)Nc2ccc3nc(SC)sc3c2)cc1 | -2 | 3 | 1 | 8 | -2 | 7 | 2 | -2 | 3 | -17
O=C(Nc1ccc(-c2n[nH]c(=S)o2)cc1)c1ccccc1Br | 3 | 0 | 3 | -4 | 0 | -1 | -23 | -4 | -31 | 3
CNC(=S)N/N=C/c1c(C(=O)OC)cnn1-c1ccc(Cl)cc1 | 3 | -3 | · | 3 | -1 | 5 | 2 | -2 | -1 | ·
COc1ccc(/C=N/NC(=O)c2ccc3ccccc3c2)cc1OS(=O)(=O)c1ccc(NC(C)=O)cc1 | -3 | -3 | 6 | 5 | 0 | 12 | -38 | -131 | -45 | 9
Cc1ccc(CCNC(=O)C2=CCN(S(=O)(=O)c3ccccc3)CC2)cc1 | 2 | -6 | 1 | 2 | -2 | -3 | 0 | -1 | -7 | 4
CC(=O)Nc1ccc(OCC=C(Cl)Cl)cc1 | -3 | 6 | -4 | -6 | -2 | -10 | 0 | 6 | 4 | -4

Arranged by length of the SMILES (descending): 5 of the compounds above
SMILES | Tn7 DDE FP | ADAM10 inh | ARFGAP1 inh | TDP2 inh | ADAM17 inh | Tn6 DDE FP | PLC-gamma1 inh | SIAE inh | PLC-beta3 inh | ASAP1 inh
COc1ccc(/C=N/NC(=O)c2ccc3ccccc3c2)cc1OS(=O)(=O)c1ccc(NC(C)=O)cc1 | -3 | -3 | 6 | 5 | 0 | 12 | -38 | -131 | -45 | 9
Cc1ccc(CCNC(=O)C2=CCN(S(=O)(=O)c3ccccc3)CC2)cc1 | 2 | -6 | 1 | 2 | -2 | -3 | 0 | -1 | -7 | 4
COC(=O)c1ccc(C(=O)NC(=S)Nc2ccc3nc(SC)sc3c2)cc1 | -2 | 3 | 1 | 8 | -2 | 7 | 2 | -2 | 3 | -17
CNC(=S)N/N=C/c1c(C(=O)OC)cnn1-c1ccc(Cl)cc1 | 3 | -3 | · | 3 | -1 | 5 | 2 | -2 | -1 | ·
O=C(Nc1ccc(-c2n[nH]c(=S)o2)cc1)c1ccccc1Br | 3 | 0 | 3 | -4 | 0 | -1 | -23 | -4 | -31 | 3
